# ERG Ets-DNA blk: qHTS for Small Molecule Inhibitors of the ERG Ets/DNA interaction; Transcriptional regulator ERG (Homo sapiens), P11308; fluorescence polarization, His-ERG Ets domain / labelled DNA; Potency, µM (doses to about 76.9 µM), for inactives: top-dose FP activity, negative = inhibition, hits mostly inhibitors; hit rate 0.028% among 370,000; AID 624246, 2012; active means well fitted inhibition curve with a large enough effect in the polarisation, with a control signal flat; inconclusive means small, poorly fitted or top-dose-only effect, or effect the other way, or a change in a side signal; inactive means no such curve, though single readings can be large or run the other way; the % refers to the polarisation;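 further: polarization taken with two DNA probes labelled with fluorescein and Texas red; potency means the concentration at half of the fitted maximal effect; % of control where 0% means no effect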
#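 His-tagged ERG Ets domain (1 uM in the protein solution; 300mM KCl, 50mM Tris-HCl, 1mM EDTA, 1mM DTT, pH 7.5) received compound, then a probe mix of 5 nM fluorescein-DNA and 100nM Texas-615-DNA. Fluorescence polarization was read for both dyes.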
# GLS inhibitor: qHTS for Inhibitors of Glutaminase (GLS); Glutaminase kidney isoform, mitochondrial (Homo sapiens), O94925; GLS enzymatic activity, qHTS titration; Potency, µM (doses to about 45.5 µM), for inactives: top-dose activity change, negative = inhibition, usual class: inhibitors; hit rate 0.21% among 410,000; AID 624170, 2012; further: potency means the concentration at half of the fitted maximal effect; on the % scale 0 is the no-effect control and ±100 the full control effect
#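 Compounds were pin-transferred onto hKGA, after which L-glutamine (1 mM solution) and a detection mix of glutamate oxidase, HRP and Amplex Red were added. Initial and 30 min RT fluorescence reads were collected.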
# ALOX12 inh: Primary qHTS assay for inhibitors of human arachidonate 12S-lipoxygenase (ALOX12): Round 2; Polyunsaturated fatty acid lipoxygenase ALOX12 (Homo sapiens), P18054; purified 12hLO, xylenol orange hydroperoxide absorbance; Potency, µM (top dose mostly 108 µM), inactives show top-dose activity change, negative = inhibition, usual class: inhibitors; hit rate 1.1% among 580,000; AID 1671190, 2021; further: potency means the concentration at half of the fitted maximal effect; on the % scale 0 is the no-effect control and ±100 the full control effect
#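 Hydroperoxide product was detected by ferrous iron/xylenol orange as the 573 to 405 nm absorbance ratio. Arachidonic acid at 40 uM (final) was turned over for 30 min at room temperature by 150 nM human 12hLO, pH 7.0 Hepes buffer, after 15 min compound preincubation.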
# HP1b binding inh: HTS for Inhibitors of HP1-beta Chromodomain Interactions with Methylated Histone Tails; AlphaScreen HP1-beta / biotin-H3K9me3 peptide binding; Potency, µM (top dose mostly 114 µM), without a hit: at the highest dose activity change, negative = inhibition, usual class: inhibitors; hit rate 0.56% among 390,000; AID 540317, 2011; further: potency means the concentration at half of the fitted maximal effect; nearly all actives have a fitted effect of over 70% in size; inactives centre near 23
# Target sequence (P83916 whole entry, looked up): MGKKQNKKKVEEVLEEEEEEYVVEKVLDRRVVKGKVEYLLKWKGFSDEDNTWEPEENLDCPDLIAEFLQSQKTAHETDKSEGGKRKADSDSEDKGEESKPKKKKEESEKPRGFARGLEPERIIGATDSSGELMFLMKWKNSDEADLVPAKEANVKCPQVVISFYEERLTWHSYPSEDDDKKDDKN
#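 AlphaScreen: HP1-beta (50 nM) preformed 30 min with biotin-H3(1-18)K9me3 peptide (50 nM) in PBS pH 7.4, 0.01% Tween-20. Compound added for 30 min at RT, then streptavidin donor/nickel chelate acceptor beads (10 ug/mL) for 30 min.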
# BAZ2B block: qHTS Assay for Inhibitors of BAZ2B. Potency, µM (series often up to 114 µM), for inactives: at the top dose activity change, negative = inhibition, usual class: inhibitors. hit rate 4.4% among 360,000. Bromodomain adjacent to zinc finger domain protein 2B (Homo sapiens), Q9UIF8. AlphaScreen BAZ2B-H3K14Ac peptide displacement; further: potency means the concentration at half of the fitted maximal effect; on the % scale 0 is the no-effect control and ±100 the full control effect; nearly all actives have a fitted effect of over 60% in size
#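 BAZ2B (50 nM) with biotin-H3(5-23)K14Ac peptide (50 nM) in PBS pH 7.4, 0.01% Tween-20, preformed 30 min, then compound 30 min at room temperature; top concentration 110uM. AlphaScreen streptavidin donor/nickel chelate acceptor beads (10 ug/mL final), 20 min dark, signal read.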
# RGS4 inh: Inhibitors of Regulator of G Protein Signaling (RGS) 4: qHTS. Regulator of G-protein signaling 4 (Homo sapiens), P49798. Transcreener GDP fluorescence polarization, RGS4-accelerated GTP hydrolysis. Potency, µM (top dose mostly 114 µM), for inactives: at the highest dose activity change, negative = inhibition, most hits filed as inhibitors. hit rate 0.039% among 390,000. AID 504845, 2011; further: potency means the concentration at half of the fitted maximal effect; on the % scale 0 is the no-effect control and ±100 the full control effect; nearly all actives have a fitted effect of over 75% in size; some results filed as inactive show a strong effect at the top dose
# Target sequence (P49798 whole entry, looked up): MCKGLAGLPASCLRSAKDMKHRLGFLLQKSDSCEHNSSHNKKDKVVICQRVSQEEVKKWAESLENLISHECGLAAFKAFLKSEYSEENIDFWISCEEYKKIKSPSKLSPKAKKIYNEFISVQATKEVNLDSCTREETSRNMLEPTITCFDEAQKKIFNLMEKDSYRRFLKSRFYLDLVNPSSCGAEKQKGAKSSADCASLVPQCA
#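 MLSMR compounds (23 nl, pin-transferred) preincubated 10 min at room temperature with a 500nM (2x) first reagent, then RGS4 at 900nM (2x) plus Transcreener GDP mix added; fluorescence polarization (620/688 nm) read before and after 90 min at 30 °C.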
# PI4K2A inh: qHTS for small molecular inhibitors of PI4K2A; hit rate 0.13% among 420,000; Phosphatidylinositol 4-kinase type 2-alpha (Homo sapiens), Q9BTU6; activity change, negative = inhibition, % at 76.9 µM; AID 1346378, 2018; purified PI4K2A, ADP-Glo luminescence, 1 h; hits give low values; in the data active means activity change below about -50%; inconclusive means mostly about -30% to -49%;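 further: -100% = wells without enzyme as full effect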
#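 PI4K2A activity was measured by ADP-Glo luminescence: enzyme (4 ug/mL stock) and phosphatidylinositol (1.2 mM stock) in Tris pH 7.5/MgCl2/EGTA/Triton X-100 buffer were reacted with ATP (300 microM stock) for one hour at ambient temperature.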
# G9a block: qHTS Assay for Inhibitors of Histone Lysine Methyltransferase G9a; Histone-lysine N-methyltransferase EHMT2 (Homo sapiens), Q96KQ7; G9a H3K9 monomethylation, AlphaScreen, 2 h; Potency, µM (top dose mostly 102 µM), for the others: at the highest dose activity, negative = inhibition, hits mostly inhibitors; hit rate 8.8% among 350,000; AID 504332, 2011; further: potency means the concentration at half of the fitted maximal effect; on the % scale 0 is the no-effect control and ±100 the full control effect; nearly all actives have a fitted effect of over 75% in size
# Target sequence (Q96KQ7 913-1193 limits assumed): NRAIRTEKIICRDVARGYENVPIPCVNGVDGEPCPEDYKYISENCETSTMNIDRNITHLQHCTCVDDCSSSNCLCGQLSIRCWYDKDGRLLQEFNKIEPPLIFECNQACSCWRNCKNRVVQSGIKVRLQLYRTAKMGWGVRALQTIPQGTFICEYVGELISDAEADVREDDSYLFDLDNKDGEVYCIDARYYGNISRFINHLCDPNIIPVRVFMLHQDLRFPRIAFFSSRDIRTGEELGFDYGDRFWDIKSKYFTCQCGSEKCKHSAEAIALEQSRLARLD
#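 Chemiluminescent proximity detection of H3K9 monomethylation, read after 10 min bead incubation in the dark. Reaction: 20 nM G9a, 500 nM biotin-H3K9 peptide, 20 uM SAM cofactor, 2 h, room temperature, following 15 min enzyme-compound preincubation.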
# JMJD2A Tudor inh: qHTS Assay for Inhibitors of JMJD2A-Tudor Domain. Lysine-specific demethylase 4A (Homo sapiens), O75164. AlphaScreen JMJD2A-Tudor / H3K4me3 peptide binding. Potency, µM (doses to about 114 µM), without a hit: at the top dose activity change, negative = inhibition, usual class: inhibitors. hit rate 4.4% among 390,000. AID 504339, 2011; further: potency means the concentration at half of the fitted maximal effect; on the % scale 0 is the no-effect control and ±100 the full control effect; nearly all actives have a fitted effect of over 50% in size
# Active calls of the source: *; i = inactive; ? = inconclusive; / = no result given; & = joins results of further samples; [ ] = remark or other dose. Unless noted, the call rests on the fitted dose curve; in most records, active means well fitted curve in the direction sought with a large enough effect; inconclusive means small, poorly fitted or top-dose-only effect, or another doubt; inactive means no such curve, though single readings can be large; an effect the other way counts as inactive or inconclusive. Some of the compounds tested, so the mix of outcomes need not match the whole.
ERG Ets-DNA blk	GLS inhibitor	ALOX12 inh	HP1b binding inh	BAZ2B block	RGS4 inh	PI4K2A inh	G9a block	JMJD2A Tudor inh	canonical_smiles
-7%	1%	-1%	24%	4%	-3%	5	11%	3%	CCOC(=O)C1(Cc2cccc(Cl)c2)CCCN(C(=O)c2cc(C)on2)C1 (stereo unspecified)
-1%	8%	-23%	6%	-10%	7%	-2	25%	-15%	Cc1ccc(N(CC(=O)NCc2ccccc2)C(=O)CCC(=O)Nc2ccccn2)cc1
4%	33%[activator]	0%	12%	11%	-22%	-1	/	-5%	Cc1cc[n+](CC(=O)Nc2ccccc2)cc1
-4%	1%	0%	4%	?	-18%	-3	86%[activator][59 µM]	-10%	Cc1ccc(C)n1-c1nccc(-c2cccs2)n1
-3%	1%	-2%	88%[activator]	0%	-20%	-4	13%	0%	O=C(CN1CCN(Cc2ccc(F)cc2)CC1)Nc1ccccc1F
2%	7%	?	6%	-16%	8%	3	?	-11%	Cc1cccc(N(Cc2ccccc2)C(=O)c2ccc(S(C)(=O)=O)cc2)c1
/	-9%	?	26%	?	-1%	-2	-30%[12.7 µM]	79µM*	O=C(O)c1cccc(Nc2ncnc3ccccc23)c1
4%	-10%	0%	21%	1%	1%	8	-11%	-24%	N#CCn1c(C2CCCCC2)nc2ccccc2c1=O
-10%	-2%	-10%	65%[activator]	-2%	3%[56.9 µM]	1	/	-5%	CCc1nn(CC(=O)N(C)C2CCCCC2)c(=O)c2cc3cc(C)ccc3n12
13%	0%	?	18%[57 µM]	/	-12%	2	/	-7%	c1ccc(CN2CCC(CNc3ncnc4ccccc34)C2)cc1 (stereo unspecified)
7%	0%	3%	9%	-5%	-5%	1	-9%[59 µM]	-20%	Cc1ccc2nc(SCc3ccc([N+](=O)[O-])cc3)nc(C)c2c1
/	2%	4%	277%[activator]	298%[activator]	-2%	-2	119%[activator][59 µM]	195%[activator]	CCCCc1ccc(-c2ccc(Br)cc2)nc1
0%	-3%	-23%	31%	-3%	45%	0	-2%[59 µM]	-14%	Cc1oc2c(C)c3oc(=O)c(CCC(=O)N4CCCCC4)c(C)c3cc2c1C
-14%	0%	-8%	28%	-39%	-1%	4	-7%[59 µM]	-13%	COc1ccc(C(CC(=O)O)NC(=O)C2CCCCC2)cc1 (stereo unspecified)
-5%	14%	?	1%[57 µM]	?	-4%	-4	16µM*	?	CC(C)c1nc2ccc(C(=O)NCc3ccc(N(C)C)cc3)cc2o1
-5%	-1%	?	24%	0%	6%	0	-38%[59 µM]	-9%	COC(=O)c1ccc(CN2[C@H](C(=O)OC)C[C@@]3(O)[C@H](O)[C@H](O)[C@H](O)C[C@@H]23)cc1
-11%	2%	-9%	82%[activator]	/	9%	0	/	22%	COc1cccc(SCc2noc(C(=O)NCC3CC3)c2C(=O)NCC2CC2)c1
-2%	1%	0%	1%	8%	11%	-1	20%[59 µM]	-33%	O=C1N/C(=C/c2ccc(Br)cc2)C(O)=C1C=NCc1ccccc1
1%	0%	0%	20%	-35%	-11%	-12	40µM*	-32%	COc1ccc(CN(CCC#N)C(=S)NC(=O)c2ccccc2)cc1
10%	-3%	-1%	56%[activator]	-10%	28%	3	/	3%	COC(=O)c1ccc(CN2C(=O)C3CCCCC3C2=O)o1 (stereo unspecified)
8%	13%	50µM*	6%	-14%	-19%	-4	-5%	-10%	CN(C)/C=C/C(=O)c1ccn(S(=O)(=O)c2ccccc2)c1
1%	10%	-16%	15%	-4%	12%	5	-1%[12.7 µM]	-11%	CCOC(=O)C1(C)NC(c2cccs2)C2C(=O)N(c3ccc(C)cc3)C(=O)C21 (stereo unspecified)
-2%	1%	-2%	30%	/	-24%	4	/	-19%	Nc1ncnc2c1ncn2[C@@H]1O[C@H](CNCc2ccc(-c3cc(C(F)(F)F)ccc3Cl)o2)[C@@H](O)[C@H]1O
-6%	14%	i	16%	-1%	-15%	-1	/	-3%	COc1ccc(CNC(=O)c2ccc(N(C)S(=O)(=O)c3ccc(C)cc3)cc2)cc1
-1%	-12%	?	3%	?	?	-2	22µM*	-31%	COc1cc(CNn2c(C)n[nH]c2=S)cc(Br)c1OCc1ccc(F)cc1
?	1%	-19%	23%	-27%	14%	4	-11%	-30%	Cc1cc(C)c2c(N)c(C(=O)c3ccc(Cl)cc3)sc2n1
-8%	-2%	-2%	25%	2%	-1%	-4	22%[59 µM]	-20%	O=C(N/N=C1\CCc2ccccc21)c1ccccc1Cl
17%	-18%	-2%	11%	0%	-11%	0	9%	-20%	COc1cc(SC)ccc1C(=O)N1CCN(c2ccccc2)CC1
-5%	-4%	0%	80%[activator]	1%	-27%	5	11%[59 µM]	1%	COc1ccccc1Nc1ncnc2c1cnn2-c1cccc(C)c1
1%	-8%	-4%	19%	0%	5%	-1	/	-14%	O=C(CNC(=O)c1ccc(Br)cc1)NCC(=O)OCc1ccc(Cl)cc1
17%	-8%	-5%	19%	-4%	-12%	2	-1%	-4%	O=C(COC(=O)/C=C/c1cccc(F)c1)Nc1ccccc1
2%	0%	-26%	39%	-9%	6%	5	-40%[59 µM]	?	Cc1ccc(OCC(=O)Nc2nonc2-c2ccc(C)c(C)c2)cc1C
-27%	2%	-3%	32%	9%	1%	4	4%[0.501 µM]	-6%	CN(C)S(=O)(=O)n1cnc([C@H]2c3c(ncn3Cc3ccccc3)C[C@H]3COC(=O)[C@@H]32)c1
-4%	1%	?	16%	-28%	-14%[56.9 µM]	17	79µM*	?	Cc1ccc(N(O)C(=O)NCCCCNC(=O)N(O)c2ccc(C)cc2)cc1
5%	-3%	280%[activator]	17%	10%[57.1 µM]	-13%[11.4 µM]	0	8%	-12%[57.1 µM]	COc1ccc(Br)cc1C(=O)Nc1cc(C)cc(C)c1
6%	-12%	?	20%	3%	-12%	3	?	-34%	COc1ccc2nc3sc(C(=O)NCCc4ccc(Cl)cc4)cc3cc2c1
-5%	17%	-30%	16%	-25%	36%	-1	-6%	-23%	Cc1ccc(C)c(N2CCN(c3ccc(N4C(=O)COCC4=O)cc3[N+](=O)[O-])CC2)c1
-3%	3%	-3%	15%	4%	18%	-4	-6%	-9%	O=C(COc1ccccc1Cl)Nc1ccc2c(c1)OCO2
-4%	1%	468%[activator]	34%	?	-19%	-27	-49%	-26%	c1ccc2[nH]c(CSc3nnc(-c4ccncc4)o3)nc2c1
-1%	7%	8%	62%[activator]	-2%	-1%	-1	8%[2.33 µM]	-4%	O=C1Nc2ccccc2C1c1ncc(C(F)(F)F)cc1Cl (stereo unspecified)
1%	0%	-1%	43%[activator]	7%	-12%	9	-3%[59 µM]	8%	COC(=O)c1ccc(NC(=O)CCn2c(=O)oc3ccccc32)cc1
9%	58%[activator]	-11%	-8%	5%	-30%[11.4 µM]	-10	-5%	15%[11.4 µM]	CC(NC(=O)C12CC3CC(CC(C3)C1)C2)C(=O)NCCN(C)C (stereo unspecified)
11%	-6%	2%	44%[activator]	6%	-7%	-1	3%[59 µM]	-19%	CCn1cc(/C=N\NC(=O)COc2cccc(C)c2C)c(C)n1
-2%	14%	?	18%	-11%	-27%	3	28µM*	-30%	C=CCNc1nc(-c2c(C)nc3sccn23)cs1
-4%	/	?	18%	-19%	-21%	3	4%	-9%	Cc1ccc(C23CC4CC(CC(NC(=O)NC(C)(C)CO)(C4)C2)C3)cc1
9%	4%	0%	13%	-37%	13%	4	28µM*	-10%	Cn1cccc1C(=O)NC(=O)CSc1cccc[n+]1[O-]
6%	-1%	-21%&10%	21%	-35%	-18%	-3	18%[59 µM]	-18%	CS(=O)(=O)N1N=C(c2ccccc2)CC1c1ccc2nccnc2c1 (stereo unspecified)
-1%	6%	-8%	43%[activator]	-16%	-24%	-1	1%[59 µM]	-1%	Cc1cc(Cl)ccc1NC(=O)CCCn1nc(C)c2c(C)n(-c3ccccc3)nc2c1=O
?	19%	-9%	26%	-17%	1%	0	17%[59 µM]	-12%	COc1ccc(-c2coc3c(CN4CCOCC4)c(O)ccc3c2=O)cc1
0%	2%	2%	16%	4%	-10%	2	/	-9%	COCCN(Cc1cn(C)nc1-c1ccccc1F)C(C)C

# Shown as a hit in ALOX12 inh, among the entries above:
ERG Ets-DNA blk	GLS inhibitor	ALOX12 inh	HP1b binding inh	BAZ2B block	RGS4 inh	PI4K2A inh	G9a block	JMJD2A Tudor inh	canonical_smiles
8%	13%	50µM*	6%	-14%	-19%	-4	-5%	-10%	CN(C)/C=C/C(=O)c1ccn(S(=O)(=O)c2ccccc2)c1

# Screening data from PubChem BioAssay.
